Source: PubChem BioAssay
HSF-1 act = HSF-1 activators, primary screen, NIH3T3-HGL cells, MG132 stress, luminescence, single point; NIH3T3-HGL HSF-1 luciferase reporter, 8 h; 100% = twice DMSO control signal; activation, % at 9 µM; actives 1.7% (n = 300,000); AID 504408, 2011;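 active means mean replicate activation of at least 50% with a set share of replicates each reaching 50%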;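 further: 0% = median of the neutral control wells and 100% = twice that signal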
DYRK1A inh = rat Dyrk1A kinase inhibitors, primary screen, biochemical, single point, plate reader; AID 504441, 2011; ADP-Glo luminescence, NFATc1 peptide; inhibition, % at 12.5 µM; Dual specificity tyrosine-phosphorylation-regulated kinase 1A (Rattus norvegicus), Q63470; actives 0.43% (n = 310,000); in the data active means inhibition above about 50%;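 further: plate controls were vehicle with enzyme for no effect and no enzyme for full effect; many of its hits are not listed in these tables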
HSP90 refold inh = HSP90 inhibitors, primary screen, cell lysate, luminescence; Heat shock protein HSP 90 (rabbit reticulocyte lysate; luciferase refolding); Rabbit reticulocyte lysate, luciferase refolding luminescence, 3 h; inhibition, % at 5.6 µM; actives 0.91% (n = 290,000);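 active means inhibition above the screen-wide mean plus 3 SD, computed separately per campaign, cut at about 16% in these data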;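 further: 0% = DMSO wells and 100% = 60 µM geldanamycin wells; inhibitors lower the luminescence because luciferase stays unfolded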
Platelet DG rel = inhibitors of platelet dense granule secretion, primary screen, cell-based, MLPCN, human platelets; actives 0.22% (n = 300,000); inhibition, %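 (compounds screened at 7.5 µM in platelet-rich plasma)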; human platelet-rich plasma, SFLLRN dense granule ATP release, luminescence;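 active means mean replicate score, as percent of positive control, at or above 50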
GSK3A inh = blockers of GSK3A enzyme activity – biochemical, luminescence, cell-free homogeneous, HTS, primary screen | Glycogen synthase kinase-3 alpha (Homo sapiens), P49840 | GSK-3 alpha kinase, ADP-Glo luminescence, 60 min | inhibition, % at 10 µM | actives 0.1% (n = 320,000);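 in the data active means inhibition above about 50%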;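 further: GST-tagged GSK-3 alpha with peptide substrate and 25 µM ATP; 0% = DMSO neutral wells and 100% = GW8510 positive control wells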
Target sequence (P49840 whole entry, looked up): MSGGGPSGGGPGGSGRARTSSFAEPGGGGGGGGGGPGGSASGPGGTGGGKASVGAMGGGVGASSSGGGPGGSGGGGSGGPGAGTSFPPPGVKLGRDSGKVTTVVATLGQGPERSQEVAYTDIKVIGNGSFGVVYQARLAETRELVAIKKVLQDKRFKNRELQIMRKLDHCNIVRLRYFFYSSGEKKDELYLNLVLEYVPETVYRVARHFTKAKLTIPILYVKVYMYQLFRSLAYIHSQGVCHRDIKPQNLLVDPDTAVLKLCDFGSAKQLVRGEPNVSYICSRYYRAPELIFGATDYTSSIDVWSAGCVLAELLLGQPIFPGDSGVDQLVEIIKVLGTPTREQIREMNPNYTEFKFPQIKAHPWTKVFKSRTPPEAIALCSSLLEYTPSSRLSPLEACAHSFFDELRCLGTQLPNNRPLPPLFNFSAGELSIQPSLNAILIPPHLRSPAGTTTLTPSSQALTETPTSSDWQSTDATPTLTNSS
HSF1 inh = HSF1 inhibitors in luciferase reporter cells, primary screen, cell-based, NIH3T3, luminescence | activity change, negative = inhibition, % at 7.5 µM (by protocol) | AID 2098, 2009 | NIH3T3-HGL HSE-luciferase, MG132-induced, luminescence 8 h; active compounds read low | actives 0.77% (n = 300,000);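 active means more than half of replicate wells show activity change below -50%, luminescence cut by over half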;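 further: luciferase reports HSF-1 transcriptional activity via heat shock element; 0% = median of DMSO wells and -100% = zero luminescence signal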
PolyA inh = polyadenylation inhibitors in yeast reporter cells, primary screen, luminescence, S. cerevisiae | actives 0.02% (n = 300,000) | calls only at 12 µM | S. cerevisiae SKY197-pL101 polyadenylation reporter, beta-gal luminescence; efflux-impaired pdr1/pdr3 knockout yeast; score 100 = 6 SD above DMSO;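 active means lowest replicate activity score at least 50, where 100 means six control SD above control mean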;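 further: yeast exposed to compound for 9 h at 30 °C; higher score means more reporter readthrough which indicates perturbed polyadenylation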
GSK3beta inhib = human GSK3beta kinase inhibitors, primary screen, biochemical, cell-free homogeneous, HTS; Glycogen synthase kinase-3 beta (Homo sapiens), P49841; GST-GSK3beta kinase, ADP-Glo luminescence, 60 min; active compounds read low; activity score (negative = inhibition), % at 10 µM; actives 0.038% (n = 300,000);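 active means more than half of replicate wells score below -50%, meaning over 50% inhibition versus plate controls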;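 further: 0% = median DMSO wells and -100% = median GW8510 positive control wells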
Target sequence (P49841 whole entry, looked up): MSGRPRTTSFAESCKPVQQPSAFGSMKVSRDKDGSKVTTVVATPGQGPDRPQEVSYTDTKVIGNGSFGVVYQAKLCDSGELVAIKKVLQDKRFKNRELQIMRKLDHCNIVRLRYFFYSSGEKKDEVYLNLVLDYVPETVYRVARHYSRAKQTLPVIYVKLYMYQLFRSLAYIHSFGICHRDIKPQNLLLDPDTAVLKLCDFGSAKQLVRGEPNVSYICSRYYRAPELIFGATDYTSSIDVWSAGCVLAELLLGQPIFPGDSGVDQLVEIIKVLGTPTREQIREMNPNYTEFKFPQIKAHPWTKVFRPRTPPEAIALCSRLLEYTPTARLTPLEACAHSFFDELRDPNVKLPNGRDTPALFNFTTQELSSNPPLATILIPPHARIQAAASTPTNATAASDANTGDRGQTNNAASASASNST
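test system = GST-tagged human GSK3beta kinase, cell-free | reagent = 25 µM ATP with peptide substrate | dosing = one dose of 10 µM per compound | schedule = 60 min reaction, RT | detection = luminescent ADP-Glo measurement of ADP formed | control set = DMSO neutral wells and GW8510 at 20 µM as positive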
AI-2 QS modul = Vibrio harveyi AI-2 quorum sensing modulators, primary screen, JMH597 strain, luminescence/OD600 ratio; Vibrio harveyi JMH597 AI-2 luminescence/OD600 ratio, 9 h; active compounds read low; strain lacks LuxN and CqsS sensors; 0 = neutral-control median; activity change, % at 7.5 µM; actives 0.4% (n = 300,000); in the data active means activity change below about -75%, passing the limit was not always enough;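 further: luminescence divided by OD600 gain over 9 h not by final OD600 alone; inactives centre near 13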
HDAC3 inhib = HDAC3 deacetylase inhibitors, primary screen, biochemical, fluorescence, cell-free homogeneous; recombinant HDAC3, fluorogenic peptide/trypsin coupled; actives 0.15% (n = 320,000); Histone deacetylase 3 (Homo sapiens), O15379; AID 2718, 2010; inhibition, % at 8.3 µM; in the data active means inhibition above about 26%, passing the limit was not always enough
* marks the source's active call; other numbers are inactive results; i = inactive; nt = not tested or not shown.

SMILES	HSF-1 act	DYRK1A inh	HSP90 refold inh	Platelet DG rel	GSK3A inh	HSF1 inh	PolyA inh	GSK3beta inhib	AI-2 QS modul	HDAC3 inhib
Cc1ccc(NC(=S)N2CCCC2)cc1Cl	nt	-6	-4	nt	nt	nt	nt	-8	-7	6
NS(=O)(=O)c1ccc(NC(=O)COC(=O)c2ccc3c(c2)OCCO3)cc1	-7	nt	1	-4	nt	1	i	2	15	nt
O=C(O)CN1C(=O)C2(OCCCO2)c2ccccc21	10	4	2	19	-1	-10	i	4	11	-4
C#CC(C)(C)NC(=O)c1cnc(-c2ccccc2)nc1-c1ccccc1	3	-5	1	-5	0	-5	i	-1	27	0
Cc1ccc(C2=NCCNC2=O)c(C)c1	2	1	-1	8	-3	-4	i	4	8	-3
Cc1ccc(SCc2nnc(NC(=O)c3ccccc3)s2)cc1	1	5	4	-4	1	-6	i	-1	-3	-3
O=C(CSc1n[nH]c(=O)[nH]c1=O)Nc1ccccc1C(=O)c1ccccc1	-5	-7	2	14	-5	0	i	2	37	5
Cc1ccc(C)c(N=Nc2nc3ccccc3n2C)c1	-6	nt	11	21	-3	-3	i	2	8	1
CCn1c(C(=O)N2CCC(C(=O)NCCCSC3CCCCC3)CC2)cc2sccc21	11	4	-3	69*	2	5	i	2	51	1
Cn1cccc1C(=O)C(=O)Nc1ccc(Cl)cc1	36	6	8	14	-2	18	i	1	15	0
Cc1ccc(CNC(=O)C2CCCN(c3nc4ccsc4c(=O)s3)C2)cc1 (stereo not drawn)	-11	-8	4	3	-3	-2	i	-3	6	-8
CC(C)(C)NC(=O)CN(Cc1cccs1)C(=O)c1csnn1	-18	-4	0	-1	nt	1	i	1	10	1
CC1(C)CC(=O)C(C=Nc2ccc3[nH]ncc3c2)=C(O)C1	15	35	1	3	11	10	i	-1	21	4
Cc1ccc2nc(-c3cccnc3SCC(=O)N3c4ccccc4CC3C)[nH]c2c1 (stereo not drawn)	41	-22	-3	-1	3	29	i	-1	17	1
Cc1cnc(NC(=O)CCN2C(=O)C3CCCCC3C2=O)s1 (stereo not drawn)	2	-1	-2	0	0	-7	i	1	9	1
CCCCn1c(=O)c(-c2ccccc2)c(O)c2ccccc21	-13	-5	2	-4	-3	-4	i	1	3	-17
Cc1cccc(OCC(=O)N2CCN(C(=O)c3ccco3)CC2)c1	-2	-3	3	1	-1	5	i	3	22	-2
O=C1C=C(c2ccccc2)OC(c2ccccc2)O1 (stereo not drawn)	4	7	1	-2	4	5	i	7	40	-2
O=C(c1ccccc1)N1CCN(C(=O)c2nn3c(C(F)(F)F)cc(-c4ccccc4)nc3c2Br)CC1	-4	-4	-1	0	0	-1	i	-4	9	-1
C=CCNc1nc2c(c(=O)[nH]c(=O)n2C)n1CC(O)COc1ccc2ccccc2c1 (stereo not drawn)	10	-1	2	-5	nt	-3	i	4	19	nt
Cc1cc(NC(=O)CN2C(=O)NC(C)(c3ccc(OC(F)F)cc3)C2=O)no1 (stereo not drawn)	20	1	-1	-11	-8	10	i	-1	-74	-4
CCc1ncc(/C=C2\C(=O)Nc3ccccc32)[nH]1	14	57*	-2	5	9	9	i	-3	33	2
Nc1ncc(Br)cc1N=Cc1ccccc1	44	1	0	-11	2	23	i	-2	30	-2
COc1ccc(N2CCSC2C(=O)NN)cc1 (stereo not drawn)	15	7	-1	0	-7	7	i	0	25	12
O=C(c1ccccc1SCc1ccccc1)N1CCCCCC1	23	0	1	1	nt	11	i	1	1	8
CC(C)(C)NC(=O)C(c1ccc(Cl)cc1)N(Cc1ccco1)C(=O)CCl (stereo not drawn)	13	6	-5	4	1	0	i	-2	20	2
Cc1ccccc1CNC(=O)c1ccccc1NS(C)(=O)=O	-4	7	0	0	-1	-11	i	-3	8	-4
CC(C)(C)c1ccc(C2=CC(c3ccccc3F)n3ncnc3N2)cc1 (stereo not drawn)	-48	-1	nt	-3	7	-34	i	0	8	-24
O=C(Cc1ccccc1[N+](=O)[O-])OCN1C(=O)c2ccccc2C1=O	17	-5	-3	-6	1	19	i	1	35	-5
COc1cccc2cc(C(=O)NC3CC4CCC3C4)oc12 (stereo not drawn)	9	10	-4	2	-4	6	i	3	6	2
O=C(Nc1cccc(C(F)(F)F)c1)c1cnccn1	-6	3	3	-3	-2	-4	i	-1	21	7
NC(=O)NC(CC(=O)N1CCc2ccccc2C1)c1ccc(Cl)cc1 (stereo not drawn)	0	-4	0	1	-3	1	i	0	33	-5
O=C(NCc1ccc2c(c1)OCO2)c1cccc(C(=O)NCc2ccc3c(c2)OCO3)c1	5	1	-1	0	-2	-9	i	1	-85*	-6
COc1ccc(/C=C(/NC(=O)c2ccccc2)C(=O)NC(Cc2c[nH]c3ccccc23)C(=O)O)cc1 (stereo not drawn)	nt	-8	-3	nt	nt	nt	nt	2	21	5
C=CCOn1c(C)c(C(C)=O)c2c3nonc3ccc21	-20	32	0	-6	16	-19	i	0	10	2
COc1ccccc1Oc1ccnc2cc(Cl)ccc12	-5	-1	1	-1	-1	4	i	nt	nt	9
O=C(NCCc1ccccc1)C(=O)c1c(-c2ccccc2)cc2ccccn12	4	1	1	3	-1	5	i	4	10	7
S=c1[nH]nc(-c2ccncc2)n1Cc1ccccc1	10	0	-3	8	-2	-7	i	-2	5	3
COCCNC(=O)C(c1ccco1)N(Cc1ccc(OC)cc1)C(=O)Cn1nnc2ccccc21 (stereo not drawn)	12	3	-2	-1	2	-3	i	3	3	-6
COc1cccc2cc(C(=O)N(C)C)c(=O)oc12	4	1	2	12	-5	-4	i	1	1	1

Three compounds from above, limited to PolyA inh.
Structure | PolyA inh
COc1ccc(N2CCSC2C(=O)NN)cc1 (stereo not drawn) | i
Cc1cc(NC(=O)CN2C(=O)NC(C)(c3ccc(OC(F)F)cc3)C2=O)no1 (stereo not drawn) | i
COc1cccc2cc(C(=O)N(C)C)c(=O)oc12 | i

The list continues:
SMILES	HSF-1 act	DYRK1A inh	HSP90 refold inh	Platelet DG rel	GSK3A inh	HSF1 inh	PolyA inh	GSK3beta inhib	AI-2 QS modul	HDAC3 inhib
Fc1ccc(Nc2cccc3nccnc23)cc1	3	0	2	6	1	1	i	-2	6	-4
COc1ccc(C(=O)C2CCCN(C(=O)c3cccs3)C2)cc1F (stereo not drawn)	9	nt	-3	-4	2	1	i	-2	-3	3
O=C(COc1ccccc1Cl)Nc1ccccc1C(=O)N1CCCCC1	14	-1	-4	3	1	26	i	-1	9	-7
CCCn1ncc(CN2CCC(CO)(CC3CCCCO3)CC2)c1C (stereo not drawn)	-4	3	-9	7	0	-5	i	2	13	1
COc1ccc(C2=CC3=C(Br)C(=O)C(C)(OC(=O)C4CCCC4)C(=O)C3=CO2)cc1 (stereo not drawn)	-21	-23	nt	3	-2	-1	i	2	29	10
CCOC(=O)c1sc(=NC(=O)c2cc(OC)c(OC)c(OC)c2)n(C)c1C	-6	5	1	9	-1	0	i	-4	23	2
CC(=O)c1ccccc1NC(=O)CSc1nnc(Cc2csc(C)n2)o1	5	-8	nt	-2	-4	0	i	-6	11	-2
CC(C)Cc1nc2oc3c(Cl)ncnc3c2c2c1CCC2	14	-3	-2	-8	nt	0	i	1	31	-5
CCC(C)[C@H](NC(=O)Nc1ccccc1F)C(=O)OC (stereo partly drawn)	15	3	0	-4	0	-6	i	-5	5	1
COCCNC(=O)c1ccc(NS(C)(=O)=O)cc1	-4	-11	0	-2	-3	-10	nt	0	29	0
CC(C)[C@H](NC(=O)c1ccco1)C(=O)OCC(=O)NC12CC3CC(CC(C3)C1)C2	-10	nt	-4	2	nt	-4	i	-2	20	nt
COc1ccc(C(=O)N(C)CC2CCN(CCc3cccc(C(F)(F)F)c3)CC2)cc1C	4	-1	1	-1	-4	0	i	4	13	-6
CC(=O)Nc1ccc(S(=O)(=O)N(C)CC(=O)OCC(=O)Nc2cccnc2Cl)cc1	-2	-1	1	-14	1	-3	i	0	26	-2
CC1CCCC(C)N1C(=O)COc1ccc([N+](=O)[O-])cc1Cl (stereo not drawn)	16	12	-1	-4	-1	-1	i	3	26	0
COc1ccc(NC(=O)C(CC(=O)O)C(C)c2ccccc2)cc1 (stereo not drawn)	4	1	2	-2	-2	2	i	-1	8	-11
NC(=O)c1ccsc1NC(=O)CS(=O)(=O)c1ccc(Cl)cc1	30	-3	5	-11	6	9	i	-5	-4	4

Structural class, the entries above containing an NH in an aromatic ring.
SMILES	HSF-1 act	DYRK1A inh	HSP90 refold inh	Platelet DG rel	GSK3A inh	HSF1 inh	PolyA inh	GSK3beta inhib	AI-2 QS modul	HDAC3 inhib
O=C(CSc1n[nH]c(=O)[nH]c1=O)Nc1ccccc1C(=O)c1ccccc1	-5	-7	2	14	-5	0	i	2	37	5
CC1(C)CC(=O)C(C=Nc2ccc3[nH]ncc3c2)=C(O)C1	15	35	1	3	11	10	i	-1	21	4
Cc1ccc2nc(-c3cccnc3SCC(=O)N3c4ccccc4CC3C)[nH]c2c1 (stereo not drawn)	41	-22	-3	-1	3	29	i	-1	17	1
C=CCNc1nc2c(c(=O)[nH]c(=O)n2C)n1CC(O)COc1ccc2ccccc2c1 (stereo not drawn)	10	-1	2	-5	nt	-3	i	4	19	nt
CCc1ncc(/C=C2\C(=O)Nc3ccccc32)[nH]1	14	57*	-2	5	9	9	i	-3	33	2
COc1ccc(/C=C(/NC(=O)c2ccccc2)C(=O)NC(Cc2c[nH]c3ccccc23)C(=O)O)cc1 (stereo not drawn)	nt	-8	-3	nt	nt	nt	nt	2	21	5
S=c1[nH]nc(-c2ccncc2)n1Cc1ccccc1	10	0	-3	8	-2	-7	i	-2	5	3

An excerpt (hit frequency here may not be typical).
